# SENP1 FRET inh: blocks the human SENP1 SUMO protease catalytic domain. AID 624204. inhibition, % at 10 µM. hit rate 0.21% among 360,000. recombinant SENP1 catalytic domain, CyPet-SUMO1-YPet FRET cleavage. Q9P0U3;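 active means inhibition at least 30% at 10 µM, raw YFP signal under a set limit, fluorescence ratio 0.5 to 1.5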;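 further: 0% = enzyme with DMSO and 100% = no enzyme wells; some results filed as inactive read as strong as hits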
#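 System: Recombinant human SENP1 catalytic domain, His6-tagged | Incubation: Enzyme reaction for 50 min at room temperature, dark | Medium: Tris pH 8 with BME, BSA, NP40 and catalase | Also added: 25 nM SUMO1 FRET substrate | Compound: 10 µM single point, 0.5% DMSO | Measured by: FRET fluorescence in CFP and YFP emission channels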
# HKDC1 inh: blocks human hexokinase HKDC1 activity. Q2TB90. recombinant HKDC1, G6PDH/diaphorase resazurin coupled fluorescence. inhibition, % at 20 µM. hit rate 0.16% among 340,000. AID 493160;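 active means inhibition above about 35% when tested at 20 µM, limit read from the data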;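 further: plate controls were DMSO wells with enzyme for no effect and DMSO wells lacking enzyme for full effect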
#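 Test system: recombinant HKDC1 (HK5) hexokinase enzyme, produced in-house; Amount: enzyme 5 µg/mL final; Buffer or medium: Tris pH 8.0 buffer with MgCl2, Tween-20, BSA, BME; Reagent: glucose and ATP substrates; Doses: 20 µM test compound, 1% DMSO; Incubation: 90 min reaction incubation at room temperature, dark; Detection: resorufin fluorescence at 613 nm.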
# SENP8 block-1: SENP8 (human) protease inhibition; Q96LD8; recombinant SENP8, Nedd8 substrate fluorescence; inhibition, % at 20 µM; hit rate 0.64% among 360,000; AID 602440; in the data active means inhibition mostly above about 40%, no sharp cut-off; inactive means mostly below about 27%
# SENP6 inh: SENP6 protease inhibition. hit rate 1.8% among 330,000. inhibition, % at 10 µM. AID 2599. Recombinant SENP6 catalytic domain, aminoluciferin luminescence. Q9GZR1;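 active means inhibition above about 50% at the single tested dose, limit read from the data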;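 further: plate controls were DMSO wells with enzyme for no effect and DMSO wells lacking enzyme for full effect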
# Target sequence (Q9GZR1 628-1112 limits assumed): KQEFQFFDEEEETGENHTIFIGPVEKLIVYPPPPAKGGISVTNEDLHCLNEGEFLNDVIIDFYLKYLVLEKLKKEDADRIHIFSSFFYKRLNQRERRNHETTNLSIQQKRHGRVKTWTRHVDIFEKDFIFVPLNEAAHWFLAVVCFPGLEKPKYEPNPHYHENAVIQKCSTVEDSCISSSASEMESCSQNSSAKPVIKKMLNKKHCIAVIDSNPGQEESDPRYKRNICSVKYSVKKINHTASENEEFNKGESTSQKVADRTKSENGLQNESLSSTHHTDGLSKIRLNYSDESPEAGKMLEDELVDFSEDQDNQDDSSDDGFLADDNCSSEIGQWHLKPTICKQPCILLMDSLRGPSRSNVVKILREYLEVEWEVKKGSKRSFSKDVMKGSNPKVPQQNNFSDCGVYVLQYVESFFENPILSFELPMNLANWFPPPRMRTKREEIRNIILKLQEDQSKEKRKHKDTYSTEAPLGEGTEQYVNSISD
# SENP8 block-2: SENP8 protease inhibition | Q96LD8 | AID 2540 | hit rate 1.2% among 330,000 | inhibition, % at 10 µM | purified SENP8, Z-RLRGG-aminoluciferin cleavage, luminescence; in the data active means inhibition above about 50%
# Apaf1 inhib: human Apaf-1 inhibition; O14727; reconstituted apoptosome caspase-3 activity, DEVD-Rh110 fluorescence; inhibition, % at 20 µM; hit rate 0.71% among 330,000; active means inhibition of at least 40% at 20 µM;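 further: plate controls were DMSO wells for no effect and DEVD-CHO caspase inhibitor wells for full effect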
#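 Assay system: Apoptosome proteins | Medium: pH 7.5 Hepes buffer with CHAPS, BSA, DTT | Also added: Cytochrome c and DEVD-Rh110 substrate | Times: 30 min plus 50 min, RT | Detection: Rhodamine 110 fluorescence at Ex 480/Em 540 nm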
# PfG6PD inh: PfG6PD (Plasmodium falciparum) enzyme inhibition; inhibition, % at 20 µM; hit rate 0.78% among 350,000; AID 504690; PfGluPho enzyme, NADPH resazurin-diaphorase fluorescence;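 active means inhibition reaching at least a set limit at 20 µM in the primary screen, cut at about 59% in these data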;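 further: 0% = DMSO wells with substrate and 100% = DMSO wells lacking glucose-6-phosphate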
# SENP7 inh: inhibitors of human SENP7 protease; Q9BQF6; recombinant SENP7, Z-RLRGG-aminoluciferin luminescence, 40 min; inhibition, % at 5 µM; hit rate 1.5% among 330,000; AID 434973;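 active means inhibition above about 50% at the single test dose, limit read from the data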;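 further: plate controls were DMSO with enzyme for no effect and no enzyme buffer wells for full effect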
# * = called active by the depositor.
# Values run as follows: SENP1 FRET inh, HKDC1 inh, SENP8 block-1, SENP6 inh, SENP8 block-2, Apaf1 inhib, PfG6PD inh, SENP7 inh
Nc1nnc(SC2CCCC2)s1
  0, -11, 12, 0, 2, 0, 17, 1
CCCN(CCC)S(=O)(=O)c1ccc(NC(=O)c2cc(C(=O)OC)cc([N+](=O)[O-])c2)cc1
  1, 0, 6, -2, -10, 15, -11, -3
CC1C(=O)NN=C1C(=O)N/N=C/c1cccs1 (stereo not drawn)
  2, -6, 4, 4, -10, 6, 10, -6
CCCOc1ccc(C(=O)NNC(=S)NC(=O)c2cccs2)cc1
  -2, -5, 27, 11, -4, 17, -39, 4
O=C(Nc1ccc(S(=O)(=O)N2CCOCC2)cc1)c1ccc([N+](=O)[O-])o1
  3, -2, 9, -3, 1, -4, 38, 4
OCc1cn(-c2ccccc2)nc1-c1ccc(Br)cc1
  -1, -2, 13, 12, -5, 5, 25, -2
O=C(N/N=C/c1ccc(Br)cc1)c1cc[n+](Cc2ccccc2)cc1
  0, 5, 20, 5, 1, -6, -22, 12
CC1(C)O[C@@H]2C[C@H]3[C@@H]4C[C@H](F)C5=CC(=O)CC[C@]5(C)[C@H]4[C@@H](O)C[C@]3(C)[C@]2(C(=O)CO)O1
  -3, -2, 19, 1, 0, 4, -4, 11
CN(Cc1cnn(-c2ccccc2)c1)C(=O)C1CCC(=O)N(C2CC2)C1 (stereo not drawn)
  -2, 5, 2, 8, 5, 4, 0, 2

# A stretch taken from the entries so far, for reference:
# Values run as follows: SENP1 FRET inh, HKDC1 inh, SENP8 block-1, SENP6 inh, SENP8 block-2, Apaf1 inhib, PfG6PD inh, SENP7 inh
CCCN(CCC)S(=O)(=O)c1ccc(NC(=O)c2cc(C(=O)OC)cc([N+](=O)[O-])c2)cc1
  1, 0, 6, -2, -10, 15, -11, -3
CC1C(=O)NN=C1C(=O)N/N=C/c1cccs1 (stereo not drawn)
  2, -6, 4, 4, -10, 6, 10, -6
CCCOc1ccc(C(=O)NNC(=S)NC(=O)c2cccs2)cc1
  -2, -5, 27, 11, -4, 17, -39, 4
O=C(Nc1ccc(S(=O)(=O)N2CCOCC2)cc1)c1ccc([N+](=O)[O-])o1
  3, -2, 9, -3, 1, -4, 38, 4
OCc1cn(-c2ccccc2)nc1-c1ccc(Br)cc1
  -1, -2, 13, 12, -5, 5, 25, -2
O=C(N/N=C/c1ccc(Br)cc1)c1cc[n+](Cc2ccccc2)cc1
  0, 5, 20, 5, 1, -6, -22, 12
CC1(C)O[C@@H]2C[C@H]3[C@@H]4C[C@H](F)C5=CC(=O)CC[C@]5(C)[C@H]4[C@@H](O)C[C@]3(C)[C@]2(C(=O)CO)O1
  -3, -2, 19, 1, 0, 4, -4, 11
CN(Cc1cnn(-c2ccccc2)c1)C(=O)C1CCC(=O)N(C2CC2)C1 (stereo not drawn)
  -2, 5, 2, 8, 5, 4, 0, 2

# From PubChem BioAssay
